Compound activity as filed in PubChem BioAssay.
LRH-1 inv ag – LRH-1 (NR5A2) inverse agonists, primary screen, cell-based, luminescence, HEK293T, StAR-luciferase reporter; Nuclear receptor subfamily 5 group A member 2 (Homo sapiens), O00482; LRH-1 transfected, 24 h; inhibition, % at 3.6 µM; 0.13% of 360,000 active;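 active = inhibition above the mean inhibition of all tested compounds plus 3 SD, cut at about 73% in these data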;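 also: 0% = DMSO wells and 100% = reporter-only cells lacking LRH-1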
ABHD5 PLIN5 PPI – ABHD5-PLIN5 interaction inhibitors, primary screen, cell lysate, split luciferase complementation, luminescence; Perilipin-5 (Homo sapiens) + 1-acylglycerol-3-phosphate O-acyltransferase ABHD5 (Homo …; Split G. princeps luciferase complementation, 4 h; inhibition, % at 4 µM; 0.78% of 360,000 active;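 active = inhibition above the mean inhibition across every tested compound plus 3 SD, cut at about 22% in these data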;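 also: 0% = DMSO only wells and the 100% control is not disclosed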
COUP-TFII inh – NR2F2 transcriptional activity inhibitors, primary screen, cell-based, luciferase reporter, HEK293T, luminescence; COUP transcription factor 2 (Homo sapiens), P24468; inhibition, % at 8.6 µM; HEK293T NGFI-A luciferase reporter; 0.7% of 370,000 active;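 active = inhibition above a per-plate cutoff, mean inhibition of test wells between control levels plus 3 SD, cut at about 38% in these data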;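 also: cells cotransfected with COUP-TFII expression vector driving the NGFI-A reporter; 0% = median of COUP-TF2 test wells and 100% = reporter-only cells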
SRC2 inh – inhibition of GAL4-SRC2 driven luciferase reporter, primary screen, SRC2 inhibitor project, cell-based, luminescence; Nuclear receptor coactivator 2 (Homo sapiens), Q15596; HEK293 GAL4-SRC2 luciferase reporter; inhibition, % at 9 µM; 0.17% of 370,000 active; AID 651957, 2012;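 active = inhibition above the mean inhibition of all tested compounds plus 3 SD, set per campaign, cut at about 52% in these data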;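 also: 0% = DMSO treated cells and 100% = cells given Gossypol at 36 µM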
MC4R antagonist – MC4R antagonists of cAMP signaling, primary screen, cell-based, TR-FRET, antagonist arm of biased-ligand search. MC4R-expressing cells, MTII-stimulated cAMP, LANCE TR-FRET. inhibition, % at 6.5 µM. 0.48% of 360,000 active. AID 540295, 2011;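 active = inhibition above its plate's cutoff, the mean of tested wells on that plate plus 3 SD, cut at about 29% in these data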;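 also: 0% = Melanotan II alone and 100% = Melanotan II plus saturating MCL0020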
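Material: U2OS-MC4R stable cell line | Reagent: Melanotan II challenge after compound preincubation | Doses: One concentration, 6.5 µM nominal | Incubation: 30-min compound preincubation, 1-h Melanotan II challenge, 1-h detection, room temperature | Signal: TR-FRET cAMP assay | Replicates: One well per compound, no replicates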
MC4R ag barr – MC4R agonists recruiting beta-arrestin, primary screen, cell-based, luminescence, agonist arm of biased-ligand search; Melanocortin receptor 4 (Homo sapiens), P32245; U2OS MC4R beta-arrestin complementation; percent of melanotan II response, DMSO zero; activation, % at 8.9 µM; 0.98% of 360,000 active; AID 540308, 2011;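 active = activation above a per-plate cutoff, the mean activation of sample wells on that plate plus 3 SD, cut at about 8% in these data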
SRC1 inh – SRC1 coactivator transcriptional activity inhibitors, primary screen, cell-based, luminescence | 0.12% of 360,000 active | HEK293 GAL4-SRC1 luciferase reporter | AID 588354, 2011 | Nuclear receptor coactivator 1 (Homo sapiens), Q15788 | inhibition, % at 3.6 µM;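 active = inhibition above the campaign mean plus 3 SD, with each screening campaign given its own cutoff, cut at about 60% in these data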;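 also: 0% = DMSO treated cells and 100% = gossypol at 36 µM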
EBV LMP1 NFkB – EBV LMP1-driven NF-kappaB luciferase reporter inhibitors, primary screen, cell-based, luminescence, single point; LMP1-induced NF-kappaB luciferase reporter cells; inhibition, % at 12.5 µM; 0.69% of 350,000 active; AID 504558, 2011; in the data active = inhibition above about 41%;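 also: 0% = neutral control wells and 100% = reference inhibitor control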
TLR9-MyD88 inh – inhibitors of TLR9-MyD88 association in cells, primary screen, cell-based, CHO, BLA complementation, fluorescence; Toll-like receptor 9 (Homo sapiens) + Myeloid differentiation primary response protein …; CCF4 FRET ratio; 0.21% of 340,000 active; inhibition, % at 4.98 µM; AID 504734, 2011;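 active = inhibition above the mean over all tested compounds plus 3 SD, cut at about 21% in these data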;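 also: 0% = DMSO only wells and 100% = clavulanate BLA inhibitor control wells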
NOD2 RIPK2 PPI – NOD2-RIPK2 binding disruptors in cells, primary screen, fluorescence, CHO cells, BLA complementation. CCF4 ratio. inhibition, % at 4.98 µM. 0.38% of 360,000 active; in the data active = inhibition above about 21%;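 also: 0% = vehicle only and 100% = reference blocker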
NCOA3 inh – SRC3 coactivator transcriptional activity inhibitors, primary screen, cell-based, luminescence. Nuclear receptor coactivator 3 (Homo sapiens), Q9Y6Q9. HEK293 GAL4-SRC3 luciferase reporter. inhibition, % at 3.6 µM. 0.17% of 360,000 active. AID 588352, 2011;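 active = inhibition above a per-campaign cutoff, the mean of all compounds plus 3 SD, cut at about 60% in these data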;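 also: 0% = DMSO-treated cells and 100% = gossypol-treated cells at 36 µM; higher means less SRC3-driven luciferase light from the GAL4 reporter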
Active calls of the source: *; x = not tested or not shown.

No.	LRH-1 inv ag	ABHD5 PLIN5 PPI	COUP-TFII inh	SRC2 inh	MC4R antagonist	MC4R ag barr	SRC1 inh	EBV LMP1 NFkB	TLR9-MyD88 inh	NOD2 RIPK2 PPI	NCOA3 inh	structure
1	12	2	x	x	13	0.4	0	-3	-6	-3	1	CCOc1cc(/C=C2\N=C(SC)SC2=O)cc([N+](=O)[O-])c1OC(C)=O
2	-19	1	-6	-16	3	-0.8	9	-1	-11	2	-3	CCOc1ccc2ccccc2c1/C=N/NC(=O)c1cc(C)[nH]n1
3	-26	5	-12	-27	5	0.5	8	-2	-4	-9	2	COc1ccccc1N1CCN(S(=O)(=O)c2cc3c(cc2C)NC(=O)CO3)CC1
4	17	2	21	12	3	-0.6	-16	6	1	-7	5	CC(C)Nc1nc2nonc2nc1Nc1ccccc1
5	19	-5	4	-38	-6	-2.1	0	-3	-2	0	0	COc1cccc(N2C(=O)CC(Sc3nc(C)cc(C)n3)C2=O)c1 (configuration not stated)
6	-10	3	5	5	3	0.8	-7	-4	-4	1	3	CCOc1ccc(NS(=O)(=O)c2ccc(C(=O)NCC(c3ccccc3OC)N3CCCC3)cc2)cc1 (configuration not stated)
7	-29	-8	4	7	2	-0.2	-9	-14	-7	-10	8	CCCCCC1CC1C(=O)N/N=C/c1ccc(N(C)C)cc1 (configuration not stated)
8	-33	-1	-6	-24	5	-2.5	13	4	0	-4	-3	O=S(=O)(c1ccccc1)N1CCN=C1SCc1cccnc1
9	2	6	-9	-6	5	-1.4	-2	0	4	7	14	COc1cc(OC)c(OC)cc1CN1CCN(c2ccc(F)cc2)CC1
10	24	3	-2	16	-7	-0.1	-4	3	8	-1	20	CCN(C(=O)COC(=O)C1CCN(S(=O)(=O)c2ccc3c(c2)OCCO3)CC1)C1CCS(=O)(=O)C1 (configuration not stated)
11	-53	-3	7	-42	6	1.9	-21	-25	6	-4	7	CC(C)c1ccc(NCCC(=O)c2cccs2)cc1
12	-19	1	0	-6	14	-1.3	-20	-3	-4	-1	-15	Cc1nc([N+](=O)[O-])c(C(=O)OCc2ccc(C#N)cc2)n1C
13	-4	1	-8	-15	14	0.1	-13	-3	5	-1	14	COC(=O)C1CSC(C)(C)C(=O)N1 (configuration not stated)
14	50	-2	76*	18	6	-0.2	25	14	-7	-5	36	COc1ccc(CCNc2ncnc3c2oc2ccccc23)cc1OC
15	-23	2	-2	-21	6	-1.7	-5	3	-4	-5	-19	O=C(CCn1c(=O)oc2ccccc21)NCCCN1CCN(c2ccc(F)cc2)CC1
16	-12	1	-6	0	12	-1.2	4	-1	3	-4	2	Cc1[nH]c(=S)c(C#N)c(C)c1CC(=O)c1ccc(Br)cc1
17	-5	4	3	9	2	0.3	10	-3	6	0	15	CCOC(=O)/C=C1\SCC(=O)N1CC(=O)NCCOC
18	-3	2	-6	0	8	4.4	-11	-2	14	-7	-8	O=C(CSc1nc(-c2ccc(F)cc2)cc(C(F)(F)F)n1)NCc1ccco1
19	-2	1	-15	1	7	1.9	9	6	-5	-6	25	CN(C)CCCSc1nc(-c2ccccc2)nc2c1CCC2
20	41	-15	2	11	-6	-0.8	0	-5	0	6	19	COC(=O)NC(=S)Nc1ccc(Oc2ccc(Cl)cc2)c(Cl)c1
21	-1	1	11	-26	2	9.9*	-2	5	1	-2	-7	O=C1/C(=C/c2ccc(F)cc2)SC(=S)N1Nc1ncc(C(F)(F)F)cc1Cl
22	-6	5	-8	-16	0	-0.9	-4	2	-8	2	-25	O=C(C1CCN(S(=O)(=O)c2ccccc2)CC1)N1CCN(c2ccccc2F)CC1
23	-1	-5	-14	-27	-7	0.5	-19	2	-13	6	0	O=C(Nc1ccc(OCc2ccccc2)cc1)Nc1ccccc1C(=O)NCCCN1CCOCC1
24	-13	-9	-11	-49	3	-1.5	-8	3	2	-2	1	Cc1nnc(SCC(=O)Nc2ccc3c(c2)COC3=O)n1-c1ccccc1
25	12	-5	14	11	-3	-0.9	-14	0	-3	-7	3	CC(Sc1nc2ccccc2[nH]1)C(=O)Nc1ccccc1F (configuration not stated)
26	4	5	-11	-10	12	-2.5	8	4	4	-4	16	O=C(NCc1ccccc1F)c1cccs1
27	-2	1	6	8	-1	-1.2	9	-10	-11	2	-4	COc1ccc(-c2nc3c4ccccc4ccn3c2C=O)cc1
28	-5	47*	-4	3	0	-1.3	-5	-1	-11	-17	-1	CC(=O)OCC1=C(C(=O)O)N2C(=O)C(NC(=O)CCn3nc(C(F)(F)F)c(Br)c3C3CC3)C2SC1 (configuration not stated)
29	-17	-4	-4	-9	-2	0.7	2	-5	-9	3	15	Cc1cccc(-c2nsc(SCC(=O)NCc3ccc4c(c3)OCO4)n2)c1
30	-7	-2	-17	3	4	-3.2	-4	2	2	-13	19	O=S1(=O)CCN(C(CCO)c2cccc(C(F)(F)F)c2)CC1 (configuration not stated)
31	8	-3	-10	1	x	x	x	x	x	0	x	N#Cc1ccc2[nH]cc(C3c4cc(F)ccc4C=C(c4ccsc4)N3c3ccc(C#CCCO)cc3)c2c1 (configuration not stated)
32	-4	-2	2	3	-3	-1.2	4	5	-1	-4	7	CCCCn1c(=O)[nH]c(=O)c2c1nc(-c1ccc(C(F)(F)F)cc1)n2C
33	-19	-2	6	12	x	x	x	x	x	1	x	C[N+](C)(C)CCNC(=O)c1ccccc1
34	-26	6	x	x	-3	-2.9	7	x	x	-1	26	COc1ccccc1CNc1nc(Nc2ccccc2OC)c2sccc2n1
35	5	8	4	8	20	0.6	-13	-6	4	-1	-11	COc1ccc(N2CCN(C(=O)c3ccc(N4C(=O)NC5CC4(C)Oc4ccccc45)cc3)CC2)cc1 (configuration not stated)
36	41	4	-27	-4	2	-0.9	-75	-2	-2	-10	5	O=C(Cn1nnc2ccccc2c1=O)Nc1ccc2c(c1)CCC2
37	-2	2	0	-24	17	3.3	-55	-4	2	-10	-8	O=C(NNS(=O)(=O)c1ccc(F)cc1)c1ccc2c(c1)OCO2
38	-3	-8	4	-11	x	x	x	x	x	-4	x	C=CCC[C@H](CCCCC)OC(=O)/C=C/[C@@H](O)[C@H](O)C[C@@H](O)CC=C
39	4	2	23	1	-3	2.8	-1	-1	3	-4	32	OC1(c2ccc(Cl)c(Cl)c2)C[n+]2ccccc2N1Cc1ccccc1 (configuration not stated)
40	-4	-1	4	10	2	-1.8	-17	7	-3	-1	10	CC1CCCCC1NC(=O)c1cc(=O)[nH]c2ccccc12 (configuration not stated)
41	-6	-5	1	6	2	0.4	1	-6	-11	-5	-1	O=C(Nc1sc2c(c1C(=O)NCCO)CCCC2)c1ccco1
42	31	2	22	-10	9	-3.0	0	-8	1	3	6	CC(C(=O)Nc1ccc(Cl)cc1)N1C(=O)NC2(CCCC2)C1=O (configuration not stated)
43	-3	-2	-3	15	2	-4.2	-13	5	5	-7	20	CCc1ccc(OCC(=O)N/N=C/c2cc([N+](=O)[O-])ccc2N2CCOCC2)cc1
44	0	11	-6	-8	13	-0.9	0	5	6	0	-7	COC(=O)c1ccc(CO/N=C/c2cccc([N+](=O)[O-])c2)cc1
45	-24	1	2	3	22	-3.4	-9	0	1	-6	8	CC1=C(C(=O)OC(C)C)C(c2cccs2)NC(=O)N1 (configuration not stated)
46	3	1	-8	-4	10	-0.6	6	-6	-2	4	9	Cc1ccc(NC(=O)N2CCC(O)(c3ccc(Cl)cc3)CC2)cc1
47	12	1	4	14	1	-1.7	2	2	-6	5	7	Cc1cn2c(=O)c(C(=O)NCc3ccc4c(c3)OCO4)cnc2s1
48	-24	-5	17	-17	1	2.5	-18	-2	-1	-11	-4	O=C(CNS(=O)(=O)c1ccc(Cl)c(C(F)(F)F)c1)NC1CCCCC1
49	8	10	x	x	-3	0.6	26	2	-5	0	15	Cc1nc(N2CCNCC2)c2c3c(sc2n1)CCCC3
50	9	-4	6	-15	0	1.1	5	2	-8	5	-42	CCc1ccc(CN(C)Cc2c(C(=O)N3CCOCC3)nc3c(C)cccn23)nc1
51	-54	4	-6	-12	2	-1.3	-65	12	-3	-9	-65	Cc1ccc(OCCCC(=O)N2CCOCC2)c(C)c1
52	2	-22	12	16	9	-0.9	-4	6	-4	-17	3	CC(=O)NC1=NC(=O)CS1
53	29	7	2	-63	11	-1.0	1	-5	5	9	13	COc1cccc(-c2nc(NCCN3CCOCC3)c3ccccc3n2)c1O
54	14	1	10	-2	x	x	x	x	x	-15	x	Cc1ccc(Cn2cc(CN3CC(N4CCN(C)CC4)CS3(=O)=O)nn2)cc1 (configuration not stated)

Some of the compounds tested; count on the stated rates, not on these rows.
